Assay outcomes as filed in PubChem.
OX1R antag: antagonists of human orexin 1 receptor (OX1R); Orexin/Hypocretin receptor type 1 (Homo sapiens), O43613; OX1R-expressing cells, FRET antagonist read-out; inhibition, % at 6.6 µM; 1.8% of 330,000 active; in the data active = inhibition mostly above about 38%, no sharp cut-off; inactive = mostly below about 40%;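 note: 0% = agonist challenge alone and 100% = reference antagonist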
Target sequence (O43613 whole entry, looked up): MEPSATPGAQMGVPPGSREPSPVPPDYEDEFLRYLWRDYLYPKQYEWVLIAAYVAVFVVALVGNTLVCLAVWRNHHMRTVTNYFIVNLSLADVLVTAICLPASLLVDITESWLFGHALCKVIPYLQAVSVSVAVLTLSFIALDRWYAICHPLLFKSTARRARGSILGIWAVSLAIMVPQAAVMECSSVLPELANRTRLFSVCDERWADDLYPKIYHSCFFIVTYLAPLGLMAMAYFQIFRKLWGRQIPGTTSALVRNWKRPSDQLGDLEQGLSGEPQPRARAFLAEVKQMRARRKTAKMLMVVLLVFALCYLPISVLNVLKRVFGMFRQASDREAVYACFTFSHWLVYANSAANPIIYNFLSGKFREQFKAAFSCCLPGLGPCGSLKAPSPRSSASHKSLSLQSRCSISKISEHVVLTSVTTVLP
KCNQ2 inh: KCNQ2 potassium channel inhibitors, primary screen, cell-based, CHO-K1, FluxOR thallium flux, B-score (AID 2156) | 20 min; active compounds read low | B-score at 10 µM | 1.1% of 310,000 active;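 active = fluorescence ratio B-score at most minus 3 library SDs, with starting brightness B-score within 2 library SDs, cut at about -5.5 in these data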
STK33 kinase inh: inhibitors of purified STK33 kinase, primary screen, biochemical, ADP-Glo luminescence, homogeneous, cell-free. 0.073% of 320,000 active. inhibition, % at 10 µM. MBP phosphorylation. Serine/threonine-protein kinase 33 (Homo sapiens), Q9BYT3;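 active = inhibition at or above 25%, using the most active replicate where run in duplicate; inactive = inhibition below 25%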
Target sequence (Q9BYT3 whole entry, looked up): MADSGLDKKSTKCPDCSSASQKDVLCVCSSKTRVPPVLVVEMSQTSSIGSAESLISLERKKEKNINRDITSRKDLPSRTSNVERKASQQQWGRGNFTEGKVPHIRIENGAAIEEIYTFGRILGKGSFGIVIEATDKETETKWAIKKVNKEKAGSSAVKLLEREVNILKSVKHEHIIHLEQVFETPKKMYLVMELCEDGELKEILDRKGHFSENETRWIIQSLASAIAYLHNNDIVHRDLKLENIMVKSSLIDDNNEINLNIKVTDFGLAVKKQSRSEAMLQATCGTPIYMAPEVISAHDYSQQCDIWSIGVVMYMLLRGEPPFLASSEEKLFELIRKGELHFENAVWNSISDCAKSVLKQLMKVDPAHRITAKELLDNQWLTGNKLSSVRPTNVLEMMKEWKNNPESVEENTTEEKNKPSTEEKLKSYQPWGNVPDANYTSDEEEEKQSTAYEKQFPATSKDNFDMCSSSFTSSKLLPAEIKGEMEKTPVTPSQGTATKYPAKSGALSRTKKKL
Starred values were filed as active, the others as inactive; i = inactive; . = not tested or not shown. An unsorted share of the library; about 2.7% have a hit in one of these screens.

SMILES | OX1R antag | KCNQ2 inh | STK33 kinase inh
O=[N+]([O-])c1cc(C(F)(F)F)c(Cl)cc1N1CCN(CCO)CC1 | 21 | i | -0.8
Cc1ccn2c(=O)nc(SCC(=O)N3CCCCCC3)nc2c1 | 8 | i | -1.4
O=C(NCc1cn2ccccc2n1)c1ccccc1 | 10 | i | -2.6
O=C(c1ccc(S(=O)(=O)Nc2cccc(C(F)(F)F)c2)cc1)N1CCOCC1 | 12 | i | -0.4
CCOc1cc(NC(=O)c2ccccc2C(=O)O)c(OCC)cc1NC(=O)c1ccccc1F | 4 | i | 1.3
Cc1cc(C)cc(NC(=O)C(OC(=O)c2ccc(NC(=O)CC#N)cc2)c2ccccc2)c1 (stereo not drawn) | 8 | i | -1.4
Cc1c(NC(=O)CSc2ccccc2F)c(=O)n(-c2ccccc2)n1C | 6 | i | 0.9
Cc1cccnc1CN1CCN(Cc2nc(Cc3cccc(F)c3)no2)CC1 | 10 | i | 0.7
O=C1CCCN=C(Nc2ccc(F)c(Cl)c2)S1 | 7 | i | -0.6
CCOc1ccccc1N(CC(=O)NCCSc1ccccc1)S(C)(=O)=O | 22 | i | 0.6
COc1cc(C(=O)Nc2cc(S(C)(=O)=O)ccc2Cl)ccc1OCC(=O)N1CCOCC1 | 12 | . | -1.5
C/C(=N/NC(=O)c1ccc2c(c1)OCO2)c1ccc(Br)s1 | 10 | i | -1.0
COCCCN1C(=O)/C(=C\c2ccc3c(c2)OCO3)C(C(=O)OC)=C1C | 14 | i | 0.8
O=C(Nc1nnc(C2CC2)s1)c1cncc(Br)c1 | 8 | . | 1.2
COc1ccc(C2(C)NC(=O)N(CC(=O)Nc3ccc(-c4nc5ccc(C)cc5s4)cc3)C2=O)cc1 (stereo not drawn) | 6 | i | 0.4
Cc1cc(O)cc(O[C@H]2OC(CO)[C@H](O)[C@@H](O)[C@H]2O)c1 (stereo partly drawn) | 25 | i | -1.6
Cc1ccc(NC(=O)Nc2cccc(F)c2)nc1 | . | i | -0.4
C[C@H](C(=O)O)c1cccc(C(=O)c2ccccc2)c1 | 9 | i | -0.8
CCCCNC(=O)c1onc(CSc2ccc(F)c(F)c2)c1C(=O)NCCCC | 31 | i | 1.2
CCCc1c(C(=O)NNc2ccc(C)cc2)cnn1-c1ccccc1 | 11 | i | -0.8
Cc1ccc(S(=O)(=O)N2CN(Cc3ccco3)c3nc4ccccc4nc32)cc1 | 43 | i | 3.2
COc1cc(NC(=S)NC(=O)c2ccccc2F)ccc1NC(=O)c1ccco1 | 19 | i | 0.7
Cc1ccnc(NC(=O)c2ccc3c(c2)C(=O)N(CC(C)C)C3=O)c1 | 33 | i | 1.6
CC(Sc1n[nH]c(-c2ccccc2F)n1)C(=O)Nc1ccc(S(N)(=O)=O)cc1 (stereo not drawn) | 1 | . | 0.1
CC(C)NC(=O)CN(Cc1ccc(F)cc1)C(=O)CCC(=O)Nc1ccccn1 | 11 | i | -1.7

Copied from the list:
OX1R antag with CCOc1ccccc1N(CC(=O)NCCSc1ccccc1)S(C)(=O)=O → 22
OX1R antag with Cc1ccn2c(=O)nc(SCC(=O)N3CCCCCC3)nc2c1 → 8

Continued.
SMILES | OX1R antag | KCNQ2 inh | STK33 kinase inh
C[C@H]1O[C@H](O[C@H]2[C@H](O[C@@H]3CC[C@@]4(C)C(CC[C@]5(C)C4CC=C4[C@@H]6CC(C)(C)CC[C@]6(C(=O)O[C@@H]6O[C@H](CO)[C@@H](O)[C@H](O)[C@H]6O)CC[C@]45C)C3(C)C)O[C@H](C(=O)O)[C@@H](O)[C@@H]2O)[C@@H](O)[C@@H](O)[C@@H]1O (stereo partly drawn) | 17 | . | -2.4
CCCc1nc2ccccc2c(=O)n1NC(=O)c1c(O)c2ccccc2[nH]c1=O | 11 | i | -0.6
COc1ccc(C(CCNCc2ccc(F)cc2)c2ccc(F)cc2)cc1 (stereo not drawn) | 21 | -7.2* | -0.9
NC1=NC(c2ccc([N+](=O)[O-])cc2)N(c2ccc(F)cc2)C(N)=N1 (stereo not drawn) | 46 | i | -0.6
CC(C)[C@H](NC(=O)[C@@H]1CSC2c3ccccc3C(=O)N21)C(=O)N1CCCCC1 (stereo partly drawn) | 9 | i | -0.3
CC(OC(=O)c1ccc2ncsc2c1)C(=O)Nc1cccc(Cl)c1 (stereo not drawn) | 4 | . | 1.4
COc1ccc(-c2nnn(CC(=O)N(Cc3ccc(F)cc3)C(C(=O)NC3CCCC3)c3ccc(F)cc3)n2)cc1 (stereo not drawn) | 18 | i | -2.1
Fc1ccc(CNC(=S)NCc2ccc(F)cc2)cc1 | 9 | i | 0.6
Cc1ccc(SCC(=O)NC(=O)Nc2ccc3c(c2)OCCO3)c(C)c1 | 2 | i | -0.8
CCc1nc(SCc2ccccc2)n[nH]1 | 10 | i | -1.6
NS(=O)(=O)c1ccc(NC(=O)/C=C/c2cccs2)cc1 | 18 | i | 5.0
CCOC(=O)Cn1c(=N)n(CCOc2ccc3ccccc3c2)c2ccccc21 | 6 | i | 0.0
COc1ccc(-n2c(SCc3cn4c(C)cccc4n3)nc3ccccc3c2=O)cc1OC | 19 | i | -1.1
Cc1cc(Cn2nnc(-c3ccc(Br)cc3)n2)cc(C)c1O | 21 | . | -1.9
CCC(C)[C@H](NC(=O)C1CC(=O)N(c2ccc3c(c2)OCO3)C1)C(=O)NC1CCCCC1 (stereo partly drawn) | 0 | i | 0.1
Cn1sc(NC(=O)c2cccc(Cl)c2)nc1=O | 6 | i | -0.3
Cc1c(C(=O)Nc2ccccc2)oc2c1C(=O)CC(C)(C)C2 | 10 | i | 0.1
Cc1ncc([N+](=O)[O-])n1CC(=O)NC1CCCCC1 | 5 | i | -0.4
Cc1ccc(S(=O)(=O)N(C(=O)c2ccncc2)c2ccc3oc4c(c3c2)CCCC4)cc1[N+](=O)[O-] | 52 | i | -1.2
COc1ccc(NC(=O)CCN2C(=O)NC3(CCCC3)C2=O)cc1Cl | 5 | . | -0.9
C/C(=C(\C#N)C(=O)NCCN1CCOCC1)N(C)C | -5 | i | -1.9
O=C(NCc1ccccc1)c1ccc2nc(N3CCOCC3)sc2c1 | 4 | i | 0.4
O=C(CCC(=O)Nc1ccc(F)cc1)N/N=C/c1ccc(Br)cc1 | 5 | i | -1.5
Clc1ccc(OCc2nnc(-c3ccccc3Br)o2)cc1 | 10 | i | -1.9
O=C(O)CCc1ccc(-c2ccc(Br)cc2)n1Cc1ccco1 | 24 | i | 0.1
The listing continues:
SMILES | OX1R antag | KCNQ2 inh | STK33 kinase inh
C=CCNC(=O)/C(=C/c1ccc(Br)cc1)NC(=O)c1ccccc1OC | 26 | i | -0.6
CCOc1ccc(NS(=O)(=O)c2ccc(NC(=S)NC(C)=O)cc2)cc1 | 10 | i | 0.7
N/C(=N\OC(=O)N1CCOCC1)c1ccc(Cl)cc1 | 8 | i | 0.6
O=C(/C=C/c1cccc([N+](=O)[O-])c1)NCC1CCCO1 (stereo not drawn) | 40 | i | 1.0
Cc1ccc2cccc(Oc3nnnn3-c3ccccc3)c2n1 | 5 | i | .
C[C@H](CO)N1C[C@H](C)[C@@H](CN(C)Cc2ccc(-c3ccccc3)cc2)Oc2c(NS(=O)(=O)c3ccc(F)cc3)cccc2C1=O | 7 | . | -0.3
Cc1sc2nc(C)n(/N=C/c3ccc(O)cc3O)c(=O)c2c1C | 17 | i | -0.6
O=C(Nc1nccc(-c2cccs2)n1)c1cccs1 | 20 | i | 2.7
O=C(CCN1C(=O)COc2ccccc21)NCCCN1CCN(c2ccccc2F)CC1 | 6 | i | -0.7
Cc1c(NS(C)(=O)=O)cccc1-c1nc2cccnc2s1 | 7 | i | -2.9
CCCNC(=O)Nc1cccc(C(=O)OC)c1 | 7 | i | -0.1
CCn1c(SCC(=O)c2ccc(Cl)cc2)nnc1-c1cccs1 | 30 | i | 0.1
COc1ccc(C(C)=O)cc1COC(=O)CNC(=O)c1ccccc1F | 20 | i | .
COc1ccc(NC(=O)c2ccc(-c3nn(C)c(=O)c4ccccc34)cc2)cc1 | 2 | i | -1.2
O=P(OC1CCS(=O)(=O)C1)(c1ccccc1)c1ccccc1 (stereo not drawn) | 5 | i | -1.1
CCC1=NN2C(=N)/C(=C/c3ccc(OS(=O)(=O)c4ccccc4)c(OC)c3)C(=O)N=C2S1 | 7 | i | -0.9
Cc1ccc(C2=Nc3ccccc3N(C(=O)c3ccccc3)C(C)C2)cc1 (stereo not drawn) | 7 | i | -1.2
O=C(Nc1ncc(Br)s1)C(Cc1ccccc1)n1cccc1 (stereo not drawn) | 1 | i | -0.1
COc1ccc(NC(=O)CN(C)C(=O)c2cccc(-n3cccc3)c2)cc1 | 11 | i | -1.2
CC(=O)Nc1ccc(OCC(O)CNC(C)C)cc1 (stereo not drawn) | -1 | . | -0.3
COc1cc(NC(=O)c2cccs2)c(OC)cc1NC(=O)c1ccco1 | 24 | i | -1.8
O=C(Nc1ccccc1)Nc1nnc(-c2cccs2)s1 | 13 | i | .
CCOC(=O)N1CCN(C(=O)c2ccc(C#CC3(O)CCCCC3)cc2)CC1 | 12 | i | 0.3
CC(OC(=O)CCC(=O)c1ccccc1)C(=O)Nc1ccc(F)cc1 (stereo not drawn) | 24 | i | 0.2
Cc1cccc(C(C)C)c1NC(=O)CN(C)Cc1cccc(F)c1 | 9 | i | -0.2

Structures from the list above that contain two or more sulfur atoms (nine):
SMILES | OX1R antag | KCNQ2 inh | STK33 kinase inh
CCOc1ccccc1N(CC(=O)NCCSc1ccccc1)S(C)(=O)=O | 22 | i | 0.6
CC(Sc1n[nH]c(-c2ccccc2F)n1)C(=O)Nc1ccc(S(N)(=O)=O)cc1 (stereo not drawn) | 1 | . | 0.1
NS(=O)(=O)c1ccc(NC(=O)/C=C/c2cccs2)cc1 | 18 | i | 5.0
CCOc1ccc(NS(=O)(=O)c2ccc(NC(=S)NC(C)=O)cc2)cc1 | 10 | i | 0.7
O=C(Nc1nccc(-c2cccs2)n1)c1cccs1 | 20 | i | 2.7
Cc1c(NS(C)(=O)=O)cccc1-c1nc2cccnc2s1 | 7 | i | -2.9
CCn1c(SCC(=O)c2ccc(Cl)cc2)nnc1-c1cccs1 | 30 | i | 0.1
CCC1=NN2C(=N)/C(=C/c3ccc(OS(=O)(=O)c4ccccc4)c(OC)c3)C(=O)N=C2S1 | 7 | i | -0.9
O=C(Nc1ccccc1)Nc1nnc(-c2cccs2)s1 | 13 | i | .

(list continues)
SMILES | OX1R antag | KCNQ2 inh | STK33 kinase inh
CC(=O)Nc1ccccc1C(=O)C(=O)Nc1cccc(C(=O)NC2CC2)c1 | 8 | i | -1.3
O=C(COC(=O)c1ccc(CNS(=O)(=O)c2ccc(F)c(Cl)c2)cc1)NC1CCCCCCC1 | 12 | i | -1.5
Cc1cc(NC(=O)CSc2ccc3nnc(-c4cccnc4)n3n2)no1 | 14 | i | 1.2
CCCCSc1nc(O)c(Cc2ccccc2)c(=O)[nH]1 | 6 | i | -1.5
O=S(=O)(c1ccc(F)cc1)c1nc(-c2ccccc2)oc1N1CCOCC1 | -3 | i | 0.3
CC(=O)NC(C(=O)OCC(=O)N(c1ccccc1)c1ccccc1)C(C)C (stereo not drawn) | 13 | i | -0.1
Cc1cc(C)c2c(n1)sc1c(=O)n(CC(=O)c3ccccc3)cnc12 | 4 | i | 0.3
CCOC(=O)c1[nH]c(C(=O)O)c(CCC(=O)OC)c1C | 17 | i | -1.6
CCOc1ccccc1N1CCN(C(=O)c2cccs2)CC1 | 1 | i | -1.5
COc1ccccc1NC(=O)Nc1ccc(S(=O)(=O)Nc2onc(C)c2C)cc1 | 1 | . | 15
Nc1ccc(C(=O)O)cc1S(=O)(=O)O | 9 | i | 0.8
OC(CCc1cccc(Cl)c1)c1cccs1 (stereo not drawn) | 3 | i | -0.8
N=c1sccn1CC(=O)Nc1ccc(SC(F)F)cc1 | 8 | i | -0.1
C=CCN(c1ccccc1C(=O)NCC(=O)O)S(=O)(=O)c1ccc(C)cc1 | 12 | i | -0.4
Cc1ccc(-n2nc3c(=O)n(CC(=O)NCCCc4ccccc4)nc(C)c3c2C)cc1 | 24 | i | -0.4
CC(C)Cn1c(N)c(C(=O)CSc2cc(Cl)ccc2Cl)c(=O)n(C)c1=O | 10 | i | -1.9
CCOC(=O)NN1C(=O)c2ccccc2NC1c1ccccn1 (stereo not drawn) | 24 | i | 0.0
O=C(N/N=C/c1ccsc1)C1CC1 | 8 | i | -0.4
COc1ccc(/C=N/N2C(=O)C3C4C=CC(CC4)C3C2=O)c(OC)c1 (stereo not drawn) | 12 | i | 0.3
Cc1ccc(S(=O)(=O)N2CCOCC2)cc1NC(=O)COC(=O)CSc1ccc(Br)cc1C | 4 | i | 0.6
CCCCC(=O)Nc1ccc(C(=O)Nc2nnc(COC)s2)cc1 | 13 | i | -1.2
O=C(NCc1cc(C(F)(F)F)ccc1F)C1CCC(=O)N(C2CC2)C1 (stereo not drawn) | -1 | i | -0.5
CCN(CC(=O)Nc1c(F)cccc1F)C(=O)CCc1c[nH]c2ccccc12 | 13 | i | -2.6
CN(C)S(=O)(=O)n1cnc([C@H]2c3c(ncn3Cc3ccccc3)C[C@H]3COC(=O)[C@@H]32)c1 | -3 | . | -1.4
CCC1=NN2C(=N)/C(=C\c3ccc(OCCOc4ccccc4OC)cc3)C(=O)N=C2S1 | 6 | i | -2.0
